Bioassay records deposited in PubChem BioAssay by The Scripps Research Institute Molecular Screening Center.
SRC1 TRFRET art: TR-FRET detection interference compounds, primary screen, artefact control for PPARgamma SRC-1 recruitment agonists, biochemical, TR-FRET emission ratio; 0.34% of 99,000 active; TR-FRET ratio at 8 µM; TR-FRET detection artefact counter-screen; hits give high values; AID 1051, 2008; in the data active = TR-FRET ratio above about 2300; also: inactives centre near 1800
SRC3 TRFRET art: TR-FRET detection interference compounds, artefact control for PPARgamma SRC-3 recruitment agonists, biochemical, TR-FRET ratio | TR-FRET artefact counter-screen, PPARgamma/SRC-3 format; hits give high values | TR-FRET ratio at 8 µM | 0.39% of 99,000 active | AID 1048, 2008; in the data active = TR-FRET ratio above about 2000; also: inactives centre near 1600
The depositor's hits bear a star.

SMILES	SRC1 TRFRET art	SRC3 TRFRET art
Cc1ccc(C(=O)NCC(=O)OCC(=O)/C=C2\N(C)c3ccccc3C2(C)C)cc1C	1705	1623
Cc1ccc(NC(=O)c2ccccc2F)cc1S(=O)(=O)N1CCCCCC1	1677	1504
CCOC(=O)c1ccccc1N=N/C(C(C)=O)=C(/C)O	1679	1715
Cc1cccc(NC(=O)c2sc(Cl)nc2C)c1C	1764	1657
COC(=O)c1c(NC(=O)C2C3CCC(C3)C2C(=O)O)sc2c1CCCCC2 (stereo unspecified)	2004	1698
Cc1ccc(CN2CCSc3ccc(C(=O)NC4CCN(Cc5ccccc5)CC4)cc32)cc1	1930	1461
O=[N+]([O-])c1cc(S(=O)(=O)N2CCCC2)ccc1NN=C1CCCCC1	1607	1476
COc1ccc(-c2cc(C(F)(F)F)nc(SCC(=O)NCc3cnn(C)c3C)n2)cc1OC	1820	1540
C/C(Cc1ccccc1)=N\NC(=O)CNC(=O)c1ccc(Br)cc1	1454	1380
NC(=S)n1[nH]c(-c2ccc([N+](=O)[O-])cc2)c(N=Nc2cccc([N+](=O)[O-])c2)c1=O	1693	1458
COC(=O)c1ccccc1OCCCCN1CC(C)OC(C)C1 (stereo unspecified)	1670	1693
Cc1nc2ccccc2nc1OCC(=O)Nc1ccc2ccccc2c1	1928	1725
CCOc1ccc(-n2c(-c3ccc(Cl)cc3)c[n+]3c2SCC3)cc1	1819	1584
O=C(NCC1CCCO1)c1ccc(CNS(=O)(=O)c2ccc(F)c(Cl)c2)cc1 (stereo unspecified)	2158	1633
COc1ccc(-c2nc(CN3CCN(c4ncnc5ccccc45)CC3)c(C)o2)c(OC)c1	1546	1663
C=CCNC(=S)N1CCOCC1	1736	1618
CC1CN(CC(O)COC2CCC(C(C)(C)C)CC2)CC(C)O1 (stereo unspecified)	1947	1638
CCCN(Cc1nnc(-c2ccccc2Cl)o1)C(=O)c1cc([N+](=O)[O-])cc([N+](=O)[O-])c1	1790	1435
Cc1ccsc1/C=N/Nc1nc2ccccc2s1	1857	1497
CCOC(=O)c1cc(CC)sc1N1C(=O)CC(Sc2ccccc2C(=O)O)C1=O (stereo unspecified)	1888	1628
Cc1nc2c(C(F)(F)F)cccc2c2c1CCS2	1786	1831
C/C(=N\NC(=O)c1ccccc1[N+](=O)[O-])c1c(O)cc(C)oc1=O	1920	1609
C/C(=N/OCO/N=C(\C)c1ccccc1F)c1ccccc1F	2061	1596
Cc1ccsc1/C=C1/NC(=O)N(Cc2ccc(F)cc2)C1=O	1906	1624
FC(F)(F)c1nnc2ccc(NCc3ccccc3)nn12	1942	1541
O=C1CSC(c2ccc([N+](=O)[O-])cc2)N1C1CCCCC1 (stereo unspecified)	1754	1557
O=C1c2cccc3c(N4CCCCC4)ccc(c23)C(=O)N1c1ccc(O)cc1	1910	1570
Cc1cc(-c2nnc(SCC(=O)c3ccc(Cl)cc3)o2)no1	1702	1677
O=C(NC1CCCCC1)C(c1ccc(F)cc1)N(Cc1cccs1)C(=O)CN1C(=O)c2ccccc2S1(=O)=O (stereo unspecified)	1487	1414
CCN(CCCNS(=O)(=O)c1ccc2c(c1)oc(=O)n2C)c1cccc(C)c1	1838	1483
Cc1ccsc1/C=C1\CCC(C2CCCC2)C1=O (stereo unspecified)	2032	1668
O=C(Nc1nc(-c2ccc(Cl)s2)cs1)c1ccco1	1647	1609
CCC(C)(C)NC(=O)C(c1ccc(C)cc1)N(CCN1CCOCC1)C(=O)CNC(=O)c1cccs1 (stereo unspecified)	1808	1652
CCOC(=O)C1(Cc2cccc(F)c2)CCN(C(=O)C2CCC2)CC1	2051	1547
O=C(CCC(=O)NNc1nc2ccccc2c2nc(-c3ccccc3)nn12)NCCCN1CCCC1=O	2065	1569
CC12CCC(C(=O)Nc3cc(F)ccc3F)(CC1=O)C2(C)C (stereo unspecified)	1795	1449
COc1ccc(CCNC(=O)COC(=O)c2ccc(N3CCCC3=O)cc2)cc1	1721	1292
CN(C)/C=N/S(=O)(=O)c1cccn1-c1ncc(C(F)(F)F)cc1Cl	1542	1503
C=CCNC(=S)N/N=C/c1ccc(-c2ccc(Br)cc2)o1	1811	1788
Cc1cc2nc(CS(=O)(=O)c3ccccc3)cc(=O)n2[nH]1	1903	1440
Nc1cc2c(cc1C(=O)c1ccccc1F)OCCO2	1968	1735
Cc1ccc(NC(=O)CSc2ncccc2C(=O)Oc2cccc([N+](=O)[O-])c2)cc1Cl	1874	1641
Cc1ccc(S(=O)(=O)N(Cc2ccc(Cl)cc2)c2ccccc2C(=O)NCc2ccco2)cc1	1801	1650
Cc1cccc(C(=O)OC(C)CN2CCN(C)CC2)c1 (stereo unspecified)	2067	1754
CS(=O)(=O)N1CCN(c2ccc([N+](=O)[O-])cc2F)CC1	1572	1449
CC(=O)c1cccc(NC(=O)COC(=O)COc2ccc(Cl)cc2)c1	1718	1449
O=C(NNC(=O)c1c(F)cccc1F)c1sccc1-n1cccc1	1986	1750
O=C(COC(=O)c1ccc(NS(=O)(=O)c2ccc(Br)s2)cc1)NC1CCCC1	1746	1832
O=S(=O)(Nc1ccc(Cl)cc1)c1ccc(N2CCOCC2)c(NC(=S)NC2CC2)c1	1926	1120
C=CCN1C(=O)C(O)(CC(=O)c2ccccn2)c2ccccc21 (stereo unspecified)	1911	1685
O=C(COc1ccccc1)Nc1ccncc1	1288	1532
Cc1c(C(=O)O)sc2nc(SCC(=O)Nc3ccc(S(=O)(=O)NCCCC(=O)O)cc3)[nH]c(=O)c12	1949	1527
N=C1C(c2ccccc2)=C(O)CN1CCO	1772	1509
Clc1ccccc1CSC1=NCCN1	1561	1391
COc1ccc(OCCC(=O)OCC(=O)Nc2cccc(Br)c2)cc1	1743	1601
C=CCOC(=O)/C(=C\C=C\c1ccccc1)NC(=O)c1ccccc1	1886	1606
Cc1c(C=O)c2ccccc2n1CC(=O)O	1751	1722
COCCOC(=O)c1c(C)oc2ccc(NS(=O)(=O)c3cccs3)cc12	1997	1715
Nc1ncnc2c1ncn2Cc1ccccc1	1710	1312
CCc1ccc(NC(=S)/N=C(\N)Nc2nc(C)c3cc(CC)ccc3n2)cc1	1904	1672

Entries of single compounds, looked up by structure. Order of screens: SRC1 TRFRET art | SRC3 TRFRET art
Results for CCc1ccc(NC(=S)/N=C(\N)Nc2nc(C)c3cc(CC)ccc3n2)cc1 = 1904 | 1672
Results for O=C(COC(=O)c1ccc(NS(=O)(=O)c2ccc(Br)s2)cc1)NC1CCCC1 = 1746 | 1832
Results for C=CCOC(=O)/C(=C\C=C\c1ccccc1)NC(=O)c1ccccc1 = 1886 | 1606
Results for O=S(=O)(Nc1ccc(Cl)cc1)c1ccc(N2CCOCC2)c(NC(=S)NC2CC2)c1 = 1926 | 1120
Results for COc1ccc(OCCC(=O)OCC(=O)Nc2cccc(Br)c2)cc1 = 1743 | 1601

The listing continues.
SMILES	SRC1 TRFRET art	SRC3 TRFRET art
S=C(Nc1cccc(Br)c1)c1ccccc1	1655	1477
Cc1c(C(=O)NCCO)sc2nc3n(c(=O)c12)CCC3	1922	1606
COC(=O)c1ccc(CN2C(=O)NC3(CCCCC3C)C2=O)o1 (stereo unspecified)	1989	1539
CC(C)CCN1CCN(C2CCN(c3ccc4c(c3)OCO4)CC2)CC1CCO (stereo unspecified)	1687	1690
O=C(NC(=S)N1CCN(c2ccc(F)cc2)CC1)C12CC3CC(CC(C3)C1)C2	1967	1677
Cc1ccc(-c2n[nH]c(=S)n2/N=C/c2cccs2)cc1	1917	1516
Cn1c(=O)cc(SCC(=O)NCCC2=CCCCC2)c2ccc(Cl)cc21	1403	1608
Cc1ccccc1Nc1nc(N)nc(CSc2ccc(F)cc2)n1	2086	1537
C=CCNC(=S)NNC(=O)c1ccc(Br)o1	1940	1441
Cn1c(=O)c2[nH]c(-c3ccccc3)nc2n(C)c1=O	1797	1566
C=CCNC(=S)NNC(=O)COc1ccc(Cl)cc1Cl	1646	1527
CCOc1ccc(NC(=S)N(CCN2CCOCC2)Cc2ccc3c(c2)CCCN3CC)cc1	1966	1521
CCOC(=O)C(=O)c1c(C)cc2ccccn12	1507	1609
CC(C)c1nnc(NC(=O)CCC(=O)NC2CCCc3ccccc32)s1 (stereo unspecified)	1963	1570
CC(NC(=O)COc1ccc([N+](=O)[O-])cc1)c1ccccc1 (stereo unspecified)	1862	1456

Taken from above:
CCOC(=O)C(=O)c1c(C)cc2ccccn12 in SRC3 TRFRET art = 1609
Cn1c(=O)c2[nH]c(-c3ccccc3)nc2n(C)c1=O in SRC1 TRFRET art = 1797
O=C(NC(=S)N1CCN(c2ccc(F)cc2)CC1)C12CC3CC(CC(C3)C1)C2 in SRC3 TRFRET art = 1677
CC(C)CCN1CCN(C2CCN(c3ccc4c(c3)OCO4)CC2)CC1CCO (stereo unspecified) in SRC3 TRFRET art = 1690
Cn1c(=O)cc(SCC(=O)NCCC2=CCCCC2)c2ccc(Cl)cc21 in SRC1 TRFRET art = 1403
Cc1ccc(-c2n[nH]c(=S)n2/N=C/c2cccs2)cc1 in SRC1 TRFRET art = 1917

(further entries)
SMILES	SRC1 TRFRET art	SRC3 TRFRET art
CC(=O)c1ccc(C(=O)N2CCc3c([nH]c4ccccc34)C2c2ccccn2)s1 (stereo unspecified)	2009	1720
Cn1nc(C(F)(F)F)cc1Oc1ncc(C(F)(F)F)cc1Cl	1941	1812
O=C(NNC(=O)C1CC=CCC1C(=O)O)c1ccc(Cl)cc1 (stereo unspecified)	1945	1636
CCc1ccc(C(=O)COC(=O)c2nn(C)c(=O)c3ccccc23)cc1	1802	1408
CCOC(=O)c1c(Cl)c(C)nn1-c1nc(OC)cc(OC)n1	1833	1589
O=C(NCC(=O)N(c1cccnc1)C(C(=O)NC1CCCC1)c1cccs1)c1cccs1 (stereo unspecified)	1668	1599
CCOC(=O)c1cnc(Nc2nc3ccccc3o2)nc1CSC(=S)N1CCCCC1	1759	1530
COc1cccc(-c2n[nH]c3c2CCC3)c1	1868	1523
Cc1cc(C)nc(NC(=NCCc2c[nH]c3ccccc23)NC(=O)Nc2ccc(Cl)cc2)n1	1974	1540
CC(=O)Nc1ccc(SCC(=O)c2cc(C)n(-c3ccccc3F)c2C)cc1	1534	1469
Cc1cc(N2CCCC2)nc2ccc(NC(=S)NCCCN3CCC(C)CC3)cc12	1885	1637
Nc1ccnn1Cc1ccc(Br)s1	1648	1557
O=C1COc2ccccc2N1Cc1ccccc1Cl	1925	1761
C#CCOCCOCCOCCNc1nc(N2CCN(C(=O)[C@H](Cc3cc4ccccc4[nH]3)n3cc([C@@H](N)C(C)CC)nn3)CC2)nc(N2CCN(C(=O)[C@H](CCCCN)n3cc([C@@H](N)CO)nn3)CC2)n1 (stereo partly specified)	1897	1670
COc1ccc(C(=O)CCN2CCN(c3ccccc3F)CC2)cc1	1961	1687
COc1cc(S(=O)(=O)Nc2ccc(C)cc2)ccc1NC(=O)c1ccncc1	1554	1727
N#C/C(=C\Nc1ccc2cn[nH]c2c1)c1nc(-c2ccccc2)cs1	1418	1259
C=C1C(O)C[C@H]2C(=C)CCC3[C@H](OC(=O)[C@]3(O)CO)[C@@H]12 (stereo partly specified)	1667	1262
Cc1ccc(CNC(=O)CN(Cc2cccs2)C(=O)C2(C)CC(=O)N=C3C=CC=CN32)cc1 (stereo unspecified)	1851	1643
C=CCNc1nc(Nc2ccccc2F)nc(OCC)n1	1732	1494
C/C(=N\NC(=O)c1ccc(CSc2nncn2C)cc1)c1ccc2ccccc2c1	2042	1507
COc1cc(C(=O)NCCOc2ccccc2C)c(Br)c(OC)c1OC	1534	1636
COc1ccc(-c2cn(-c3ccc(Br)cc3)c3[n+]2CCS3)cc1	1593	1448
Cc1cccc(N(C(=O)CCC(=O)Nc2cc(C)on2)C(C(=O)NC2CCCC2)c2ccc(C)o2)c1 (stereo unspecified)	1934	1690
O=C(NCc1cccs1)C1CCC(CNS(=O)(=O)c2ccccc2)CC1 (stereo unspecified)	1714	1382
Cc1cc(Cl)ccc1NC(=S)N1CCN(Cc2ccc3c(c2)OCO3)CC1	1900	1790
Cc1ccc(NS(=O)(=O)c2cccc(C(=O)OCC(=O)NCc3ccco3)c2)cc1	1888	1468
O=C(O)/C=C/c1coc2ccccc2c1=O	1964	1813
O=c1[nH][nH]c(-c2ccccc2)c1C=Nc1ccc(C(F)(F)F)cc1	1852	1340
O=C(NC1CCCCC1)C(c1cccs1)N(C(=O)c1ccccn1)c1ccccc1 (stereo unspecified)	1820	1608
Cc1ccn2cc(-c3cccc(NC(=O)C(C)C)c3)nc2c1	1499	1426
CC1CCN(C(=O)CCc2ccc(Oc3cc([N+](=O)[O-])cc([N+](=O)[O-])c3)cc2)CC1	1788	1670
CC(=O)NCCSCCNC(C)=O	1843	1540
COCCNC(=O)c1ccccc1NS(=O)(=O)c1ccc(C)c([N+](=O)[O-])c1	2118	1681
CCOCCCNC(=O)C(c1ccc(C)cc1)N(Cc1cccs1)C(=O)c1ccccc1O (stereo unspecified)	1992	1721
Cc1ccc(-c2nn(-c3ccccc3)cc2C2SCC(=O)N2Cc2ccccc2)o1 (stereo unspecified)	1856	1669
COC(=O)c1ccc(C(=O)Nc2nnc(-c3cccnc3)o2)cc1	1681	1478
COc1ccc(Br)cc1CSC(=N)N	1937	1908
O=C(O)c1cccc(N/N=C/c2cc(Br)cc(Br)c2O)c1	1730	1658
CSc1nc2sc3c(c2c(=O)[nH]1)CCC3	1810	1492
O=C(NCCc1ccccc1)c1oc2ccccc2c1COc1ccccc1	1872	1643
O=C(CN1C(=O)/C(=C2\SC(=S)N(C3CCS(=O)(=O)C3)C2=O)c2ccccc21)Nc1ccccc1 (stereo unspecified)	1700	1610
Cc1ccc2oc(=O)c3cc(C(=O)Nc4cc(-c5cccc(F)c5)no4)sc3c2c1	1769	1654
O=C(Nc1ccc(Cl)c(C(F)(F)F)c1)NC1CC2CCCC(C1)N2Cc1ccccc1 (stereo unspecified)	1504	1402

An excerpt; the hit share may differ from the screen's.
